# From PubChem BioAssay
# TDP1 cell noCPT: qHTS for Inhibitors of human tyrosyl-DNA phosphodiesterase 1 (TDP1): qHTS in cells in absence of CPT; Potency, µM (titrated, usually from 46.2 µM), for the others: top-dose activity change, negative = growth inhibition, hits mostly inhibitors; 15% of 420,000 active; DT40 Tdp1-/- hTDP1 cells, no CPT, ATP luminescence, 48 h; further: nearly all actives have a fitted effect of over 55% in size
#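 Growth of hTDP1-complemented DT40 Tdp1-knockout cells is measured by ATP luminescence after at least 48 hr compound exposure at 37 °C, with DMSO substituting for the 20 nM CPT used in the parallel screen.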
# GCN5L2 inh: blocks human GCN5L2 histone acetyltransferase; Q92830; GCN5L2 HAT assay, ThioGlo1 CoA-SH fluorescence; Potency, µM (titrated, usually from 58.9 µM), for inactives: at the top dose activity change, negative = inhibition, most hits filed as inhibitors; 0.21% of 390,000 active
# Target sequence (Q92830 whole entry, looked up): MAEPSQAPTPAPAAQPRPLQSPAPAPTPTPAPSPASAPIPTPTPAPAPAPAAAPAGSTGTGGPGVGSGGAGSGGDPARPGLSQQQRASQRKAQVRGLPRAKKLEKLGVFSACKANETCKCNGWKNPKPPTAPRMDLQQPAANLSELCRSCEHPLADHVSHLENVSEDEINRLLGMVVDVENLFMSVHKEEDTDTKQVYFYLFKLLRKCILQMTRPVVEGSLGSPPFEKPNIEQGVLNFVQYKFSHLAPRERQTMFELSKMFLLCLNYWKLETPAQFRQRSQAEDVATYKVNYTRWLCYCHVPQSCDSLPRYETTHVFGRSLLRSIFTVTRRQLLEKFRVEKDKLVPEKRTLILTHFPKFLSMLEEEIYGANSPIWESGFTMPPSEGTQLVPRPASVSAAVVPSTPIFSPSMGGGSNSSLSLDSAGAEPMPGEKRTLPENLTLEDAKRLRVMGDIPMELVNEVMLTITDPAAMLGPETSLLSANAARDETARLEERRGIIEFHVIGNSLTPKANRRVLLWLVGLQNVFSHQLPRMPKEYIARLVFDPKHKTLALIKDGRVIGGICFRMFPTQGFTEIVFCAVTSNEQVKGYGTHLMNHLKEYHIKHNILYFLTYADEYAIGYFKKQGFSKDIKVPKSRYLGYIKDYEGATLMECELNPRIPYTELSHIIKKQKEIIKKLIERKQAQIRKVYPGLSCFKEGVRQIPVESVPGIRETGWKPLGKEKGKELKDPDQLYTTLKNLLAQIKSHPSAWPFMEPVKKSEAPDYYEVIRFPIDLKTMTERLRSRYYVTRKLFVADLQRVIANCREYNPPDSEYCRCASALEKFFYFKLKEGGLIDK
#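 Preincubate 20nM GCN5L2 with compound 15 min, RT → add 50uM ThioGlo1 + 75uM H3(1-25) + 70uM acetyl-CoA → read fluorescence 0 and 20 min. Primary qHTS; fluorescent artifacts likely.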
# DT40 TDP1 CPT: growth inhibition of DT40 Tdp1-/-;hTDP1 cells with camptothecin (screen for TDP1 inhibitors) | chicken DT40 Tdp1-/-;hTDP1 cells + 20 nM CPT, ATP luminescence, 48 h | Potency, µM (doses to about 46.2 µM), inactives show top-dose activity change, negative = growth inhibition, hits mostly inhibitors | 12% of 420,000 active | AID 686979; further: nearly all actives have a fitted effect of over 55% in size
#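 Chicken DT40 Tdp1-/- cells stably complemented with human TDP1 were seeded at 400 cells/well in medium containing 20 nM camptothecin, exposed to pin-transferred compounds, and grown at 37 °C for at least 48 hr. Viability was read as ATP luminescence.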
# The depositor's hits bear a star; ? = inconclusive; · = not tested or not shown. The call rests on the fitted dose curve; in most records, active means well fitted curve in the direction sought with a large enough effect; inconclusive means small, poorly fitted or top-dose-only effect, or another doubt; inactive means no such curve, though single readings can be large; an effect the other way counts as inactive or inconclusive. On the % scale 0 is the no-effect control and ±100 the full control effect; potency means the concentration at half of the fitted maximal effect.
No.	SMILES	TDP1 cell noCPT	GCN5L2 inh	DT40 TDP1 CPT
1	Cc1ccc(C)c(OCCCN2CCCC2)c1	-21.4%	-0.8%	0.1%
2	Cc1csc(NC(=O)C2=NN(c3ccccc3)C(=O)CC2)n1	7.1%	-14.3%	-3.3%
3	Cc1ccc(SC(=O)c2c([N+](=O)[O-])c(C)nn2C)cc1	14.6µM*	0.0%	18.4µM*
4	Cc1cn2c(=O)c(C(=O)N3CCN(c4ccccc4Cl)CC3)cnc2s1	0.2%	-4.6%	-14.4%
5	Cc1ccc2cccc(NC(=O)c3ccc(C#N)cc3F)c2n1	-11.9%	-8.4%	-18.1%
6	CC1Cc2nc(SCC(=O)N3CCCc4ccccc43)n(C)c(=O)c2S1 (stereo unspecified)	13µM*	-3.3%	?
7	CCOC(=O)c1ccc(NS(=O)(=O)c2ccc(Br)s2)cc1	-28.3%	-3.4%	-16.9%
8	CC(C)(C)NC(=O)c1ccc(NC(=O)CSc2ccccc2)cc1	-20.2%	1.1%	-20.7%
9	Cc1noc(NS(=O)(=O)c2ccc(N/C=C/C(=O)c3ccncc3)cc2)c1C	-13.0%	-9.3%	-22.0%
10	COc1ccccc1CNCc1cc(OC)c(OC)c(OC)c1	?	-1.4%	-0.7%
11	CCCCCCCCCCOC(=O)Cn1c(COc2ccccc2C)[n+](C)c2ccccc21	1.03µM*	-3.1%	1.64µM*
12	COc1cc(CC(=O)OCC(=O)Nc2ccc(S(=O)(=O)N3CCCC3)cc2)cc(OC)c1OC	-22.3%	-5.7%	-13.3%
13	O=C(Nc1ccc(C(F)(F)F)cc1-c1ccccc1)c1ccccc1	?	-3.1%	?
14	COc1ccc(N2C(=O)c3ccccc3NC(=O)C2C(=O)Nc2ccc(N3CCOCC3)cc2)cc1 (stereo unspecified)	?	·	?
15	CN(C)CCCNC(=O)/C(=C\C=C\c1ccccc1)NC(=O)c1ccc([N+](=O)[O-])cc1	?	-0.6%	2.1%
16	Cc1ccc(N2CCC(N3CCN(C)C(CCO)C3)CC2)cc1 (stereo unspecified)	-3.6%	-8.6%	15.8%
17	CC(C)Cc1nnc(NC(=O)CCC(=O)NCCc2ccccc2)s1	1.3%	-3.5%	-14.2%
18	O=C(c1ccc(Cn2cnnn2)cc1)N1CCCC(Nc2ccc(F)c(F)c2)C1 (stereo unspecified)	-14.2%	-15.6%	-29.0%
19	CC1=CSC2=NS(=O)(=O)CCN12	?	2.8%	?
20	CCOc1ccc(/C=N/NC(=O)Cc2ccccc2)cc1CN1CC2CC(C1)c1cccc(=O)n1C2 (stereo unspecified)	20.6µM*	-9.6%	?
21	Cc1ccc(C(=O)O)cc1N1C(=O)c2cccc3c([N+](=O)[O-])ccc(c23)C1=O	6.51µM*	-19.8%	6.51µM*
22	COc1ccc(C(C)=O)cc1CN1C(=O)NC2(CCCCCC2)C1=O	-5.5%	-7.0%	-8.7%
23	COc1ccc(CNC(=O)Cn2cc(C)c(=O)[nH]c2=O)cc1	-2.5%	·	3.5%
24	COc1cc(C(=O)OCc2cc(=O)n3nc(C4CCCCC4)sc3n2)cc(OC)c1OC	10.3µM*	-1.4%	11.6µM*
25	CC(C)OCCCNC(=O)C1CCC(CNS(=O)(=O)c2cccc3nsnc23)CC1 (stereo unspecified)	-22.4%	-7.7%	?
26	Cc1cc(N2CCN(S(=O)(=O)c3ccc(Cl)c(Cl)c3)CC2)c2ccccc2n1	16.4µM*	-6.6%	?
27	Cc1cccc(N2C(=O)c3cccnc3C2=O)c1	-2.8%	-0.5%	4.5%
28	Cc1ccc(Nc2nc3ccc(Cl)cc3n3cnnc23)cc1F	?	1.8%	-19.0%
29	COc1ccccc1NC(=O)c1c(NC(=O)Cc2ccccc2)sc2c1CCC(C(C)(C)C)C2 (stereo unspecified)	-1.9%	-1.6%	-3.5%
30	O=[N+]([O-])c1ccc(/C=N/n2c(COc3ccccc3)n[nH]c2=S)cc1	-13.5%	29.4%	-18.0%

# 3 entries from above, ordered by molar mass, largest number first:
No.	SMILES	TDP1 cell noCPT	GCN5L2 inh	DT40 TDP1 CPT
6	CC1Cc2nc(SCC(=O)N3CCCc4ccccc43)n(C)c(=O)c2S1 (stereo unspecified)	13µM*	-3.3%	?
22	COc1ccc(C(C)=O)cc1CN1C(=O)NC2(CCCCCC2)C1=O	-5.5%	-7.0%	-8.7%
27	Cc1cccc(N2C(=O)c3cccnc3C2=O)c1	-2.8%	-0.5%	4.5%

# Additional records:
No.	SMILES	TDP1 cell noCPT	GCN5L2 inh	DT40 TDP1 CPT
31	COc1ccc(CN=C2NN=C(c3cccc(OC)c3)CS2)cc1	?	-8.2%	17.4%
32	CC(C)C[C@H](NC(=O)N1CC(=O)Nc2ccccc21)C(=O)N[C@@H](Cc1ccccc1)C(=O)O	-1.7%	?	-1.5%
33	Cn1cc(CNCC2CCCO2)c(-c2ccc(Oc3ccccc3)cc2)n1 (stereo unspecified)	?	?	?
34	CC(NC(=O)Cc1ccc(NC(=O)N2CCCCc3ccccc32)cc1)c1ccccc1 (stereo unspecified)	?	-6.3%	?
35	CC(NC(=O)C1CCN(c2nnc(N3CCCC3=O)s2)CC1)c1ccccc1 (stereo unspecified)	-9.9%	-1.8%	-22.2%
36	COc1ccc(C(=O)NC2CCN(C(=S)NCCc3ccccc3)CC2)cc1	?	?	-9.9%
37	O=C(NCc1ccc(F)cc1)C1CCCN1C(=O)Nc1ccccc1 (stereo unspecified)	4.6%	-7.5%	-9.1%
38	Cc1cc(OCCn2ccnc2)cc(C(C)C)c1	-22.6%	-1.5%	-3.6%
39	Cc1cc(NC(=O)c2ccoc2C)ccc1Br	-24.6%	-0.7%	?
40	Cc1nc(SCc2ccc([N+](=O)[O-])cc2)nc2ccccc12	-13.9%	-1.7%	-16.4%
41	COc1cc(C2NC(=O)NC(C)=C2C(C)=O)ccc1O (stereo unspecified)	0.6%	-6.1%	11.0%
42	CCCOc1ccc(-c2nc(N3CCN(C)CC3)c3ccccc3n2)cc1	?	5.9%	23.1µM*
43	CC(C)C(=O)NNC(=O)c1csc(CS(=O)(=O)c2ccc(Cl)cc2)n1	-8.9%	-3.6%	9.4%
44	Cc1cc(Br)ccc1NC(=O)CN(C)Cc1cccs1	?	1.4%	-24.8%
45	O=C(CCC(=O)NNC(=O)c1ccc(Cl)cc1Cl)NCc1ccccc1	-5.1%	0.5%	-1.2%
46	Cc1[nH]ccc(=O)c1Cc1c(Cl)cccc1Cl	2.1%	18.9%	26.0%
47	Cc1ccc(C)c(S(=O)(=O)N2CCN(C(=O)CCc3c[nH]c4ccccc34)CC2)c1	-21.8%	0.6%	-5.2%
48	CCCn1cnc2c(SCCc3ccccc3)nc(N)nc21	-23.0%	·	-4.0%
49	Cc1ccc(-c2nnc(SCC(=O)N3CC(C)CC(C)C3)o2)cc1C (stereo unspecified)	20.6µM*	-3.8%	25.9µM*
50	Cc1ccnc(NC(=O)c2ccc(S(=O)(=O)N3CCCCC3)cc2)c1	-9.3%	-5.0%	-7.3%
51	CCCCCCCCCCCCCCCC(=O)OC(C)C	-2.8%	-16.4%	-0.9%
52	CCOC(=O)C(CC)Sc1ccc2nnc(-c3ccc(F)cc3)n2n1 (stereo unspecified)	?	·	20µM*
53	Cc1ccc(C)c(NC(=O)/C(C#N)=C/c2ccc(C(C)C)cc2)c1	?	-5.6%	?
54	Cc1ccccc1C(=O)Nc1ccc2c(c1)C(=O)NC2=O	-14.6%	-2.2%	-12.8%
55	COc1ccccc1C1CCN(Cc2ccc(C)cc2)CC1	?	1.0%	?
56	Cc1cc(-c2nnc(SCC(=O)Nc3ccc(F)cc3F)n2N)n[nH]1	28.1%	-3.7%	0.3%
57	CC(=O)Nc1ccc(OCC(O)CN2C(C)CCCC2C)cc1 (stereo unspecified)	-2.5%	-1.0%	7.1%
58	COc1ccccc1NC(=O)CSC1=Nc2ccccc2C2=NC(CCC(=O)NCc3cccs3)C(=O)N12 (stereo unspecified)	?	6.9%	?
59	Cc1ccc2cc(NC(=O)CC(CC(=O)O)c3ccccc3)ccc2n1 (stereo unspecified)	5.8%	-17.3%	2.9%
60	COC(=O)COc1cccc2c(=O)n(CC(=O)N3CCC(C)CC3)ccc12	-4.1%	-27.0%	3.0%
61	CCNc1nc(C(=O)O)nc(N2CCOCC2)n1	-9.4%	-6.9%	2.5%
62	COc1ccc(N2CCN(C(=O)CCC(=O)N3CC(C)Oc4ccccc43)CC2)cc1 (stereo unspecified)	?	-5.7%	?
63	O=C(NCc1ccco1)c1cccc2c(-c3ccc(F)c(F)c3)coc12	?	·	?
64	COC(=O)CCC(=O)OC1(C)C(=O)C=C2C=C(C3CC3)N(Cc3ccc(OC)cc3)C=C2C1=O (stereo unspecified)	-2.5%	-27.2%	?
65	Cc1nn(C2CCS(=O)(=O)C2)c(Cl)c1/C=C/C(=O)OCC(=O)c1cc(C)n(-c2ccc(F)cc2)c1C (stereo unspecified)	16.4µM*	-2.1%	20.6µM*
66	CC(=O)Nc1cc(-c2ccccc2N(C)C)cn2c(-c3ccc(F)c(Cl)c3)cnc12	?	·	?
67	COc1cc(C2Nc3ccccc3-c3nnc(SCc4ccc(C)cc4)nc3O2)cc(OC)c1O (stereo unspecified)	?	-13.5%	-29.8%
68	O=C(CCNC(=O)c1ccc(Cl)cc1)NCc1ccccc1Cl	-26.8%	1.2%	17.9%
69	CCOC(=O)/C=c1\sc2n(c1=O)CCN=2	-3.2%	-6.1%	-25.2%
70	CC(=O)Nc1ccc(NC(=O)CSC2=NCCS2)cc1	11.0%	-8.7%	-2.0%
71	Cc1cc2n(n1)SC(Nc1cccc3ccccc13)N2 (stereo unspecified)	?	-6.9%	-21.2%
72	O=C(O)c1nn(CC(=O)N2CCCCCC2)c(=O)c2ccccc12	7.5%	-3.6%	5.6%
73	CCOC(=O)N1CCN(C(=O)Nc2ccc3nccnc3c2)CC1	-3.8%	-8.3%	-9.4%
74	Cc1ccc(C(NC(=O)NC(C)c2ccccc2)C(Cl)(Cl)Cl)cc1F (stereo unspecified)	-85.2%	-9.6%	18.4µM*
75	C=CCNC(=S)NNC(=O)COc1c(Cl)cc(Cl)cc1Cl	-26.5%	-2.7%	?
76	COc1cccc(C2C=C(c3ccc(OC)cc3OC)Nc3nnnn32)c1 (stereo unspecified)	16.4µM*	-7.3%	?
77	CCOC(=O)N(C)c1c(CC)nc2c(OCc3ccccc3OC)cccn12	16.4µM*	·	20.6µM*
78	COc1ccc(-c2nnc(NC(=O)C3CCCO3)s2)cc1 (stereo unspecified)	-18.1%	0.3%	-10.9%
79	O=C(NN1C(=O)NC2(CCCCC2)C1=O)c1ccc(-c2ccc([N+](=O)[O-])cc2)o1	20.6µM*	-5.3%	20.6µM*
80	O=C(OCc1nnc(-c2ccccc2)o1)c1cccc(-n2cnnn2)c1	-5.2%	-4.5%	5.2%
81	O=C(NCCN1CCN(c2cccc(Cl)c2)CC1)c1cccn2c(=O)c3ccccc3nc12	1.1%	·	-2.4%
82	CC(=O)c1ccc(NC(=O)C[n+]2ccc(N(C)C)cc2)cc1	-10.9%	-12.4%	-13.4%
83	Cc1ccc(S(=O)(=O)/C=C2\NC(=O)CS2)cc1	10.0%	-22.1%	-2.1%
84	O=C(O)/C=C/c1ccc(S(=O)(=O)Nc2cccnc2)cc1	0.4%	-4.5%	-0.2%
85	Cc1cccc(-c2noc(C3CC(=O)N(c4ccc5c(c4)OCCO5)C3)n2)c1 (stereo unspecified)	0.8%	-13.2%	-13.6%
86	O=C(O)C(CCc1ccccc1)N1C(=O)c2ccccc2C1=O (stereo unspecified)	-13.3%	·	-4.7%
87	Cc1cccc(N2CCN(C(=O)Cn3ncc4c3-c3cc(C)ccc3OC4)CC2C)c1 (stereo unspecified)	23.1µM*	-5.5%	23.1µM*
88	Cc1ccc(S(=O)(=O)N2C(=O)CCC2C(=O)O/N=C(\N)c2cccc([N+](=O)[O-])c2)cc1 (stereo unspecified)	-12.6%	-5.5%	-19.0%
89	Cn1nccc1C(=O)NCc1ccc2c(c1)CCN2C(=O)c1ccc(Cl)cc1	-10.6%	-4.9%	1.6%
90	Cc1cccc(C(=O)OCc2cc(=O)n3nc(C4CCCCC4)sc3n2)c1	?	1.2%	-18.3%

# Next part.
No.	SMILES	TDP1 cell noCPT	GCN5L2 inh	DT40 TDP1 CPT
91	COCCNC(=O)/C(C#N)=C/c1cccc(/C=C(\C#N)C(=O)NCCOC)c1	11.6µM*	-2.7%	5.8µM*
92	COc1ccc(CNC(=O)CSCc2c(F)cccc2Cl)cc1	?	?	-5.1%
93	COc1ccc(-n2nc(C(=O)NCCc3ccc(Cl)cc3)c3c4ccccc4n(C)c3c2=O)cc1	10.3µM*	-0.6%	8.2µM*
94	CN=C1N(C)C[C@@H]2[C@@H]3C(=O)N(C)C(=O)[C@@H]3[C@](C)(C(=O)OC)N12	?	1.2%	-11.3%
